Screens: PubChem BioAssay, National Center for Advancing Translational Sciences (NCATS)
Peg3 imprint: qHTS Assay for Compounds that Induce Erasure of Genomic Imprints | mouse ES Peg3-LacZ reporter, beta-gal luminescence, 40 h | 0.02% of 110,000 active | AID 1948, 2009 | Potency, µM (top dose mostly 60.7 µM), for the others: at the highest dose activity change, positive = activation, hits mostly activators;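 note: 0% = negative control wells on the plate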
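Gelatin-coated wells received 300 freshly trypsinized female ES cells with a Peg3LacZ-Neo reporter on the maternal allele, then incubated 40 hours at 37C. BetaGlo was added for 5 minutes at room temperature before a single luminescence read.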
p53ts 39C kill: qHTS Screen for Compounds that Selectively Target Cancer Cells with p53 Mutations: Cytotoxicity of p53ts Cells at the Nonpermissive Temperature; H1299-p53A138V viability at 39C, ATP luminescence, 24 h; Potency, µM (top dose mostly 46.1 µM), inactives show at the top dose activity change, negative = cell killing, usual class: cytotoxic; 1.5% of 130,000 active; AID 902, 2007; note: nearly all actives have a fitted effect of over 55% in size
p53ts 32C tox: qHTS Screen for Compounds that Selectively Target Cancer Cells with p53 Mutations: Cytotoxicity of p53ts Cells at the Permissive Temperature; 0.93% of 130,000 active; H1299-p53A138V at 32C, ATP luminescence viability, 24 h; AID 924, 2007; Potency, µM (series often up to 46.1 µM), without a hit: at the top dose activity change, negative = cytotoxicity, actives largely listed as cytotoxic;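 note: 0% = DMSO and -100% = full killing by reference compound; nearly all actives have a fitted effect of over 55% in size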
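Cells: H1299 p53ts (A138V), 600/well, pre-incubated 16–30 h at 37C. Cpd up to 46 uM, 24 h, 32C. Readout: ATPlite luminescence, 20 min RT. Normalization: DMSO vs tamoxifen 100 uM. AC50 by Hill equation.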
IkB sig inh: IkB Signaling; AID 445, 2006; Potency, µM (highest dose often 57.1 µM), for inactives: top-dose IkBa stabilization activation; 0.04% of 110,000 active; ABC-DLBCL IkBa-CBG/CBR dual luciferase ratio, 4 h; response scale: scaled: untreated 0%, proteasome inhibitor 100%; active = well fitted curve in the direction sought with a large enough effect in the signal ratio, not every such curve was filed as active; inconclusive = small, poorly fitted or top-dose-only effect, or a change in a side signal; the % refers to the signal ratio;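 note: the direction sought is a rising ratio; 0% = basal untreated cells and 100% = reference inhibitor full response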
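In this assay, an IκBα–CBG68 fusion accumulates when IKK-driven degradation is blocked; native CBR normalizes for cell number. OCI-Ly3 cells were treated 4 h with compound and doxycycline, then green and red light read after Chroma-Glo addition.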
Starred values were filed as active, the others as inactive; [ ] = remark or other dose. Unless noted, calls come from the whole dose curve; as a rule, active = well fitted curve in the direction sought with a large enough effect; inconclusive = small, poorly fitted or top-dose-only effect, or another doubt; inactive = no such curve, though single readings can be large; an effect the other way counts as inactive or inconclusive. Unless noted, % is set by controls: 0 for no effect and ±100 for the full control effect; potency is the fitted concentration of half-maximal effect.

For Cc1cc(=O)n(CC(=O)N2CCN(c3ccc(F)cc3)CC2)c2c1c(C)nn2C the results were Peg3 imprint -6%[10.9 µM], p53ts 39C kill -20%, p53ts 32C tox -8% and IkB sig inh inconclusive.
`CN(Cc1nc2ccccc2n1C)S(=O)(=O)c1ccc(F)cc1` gave Peg3 imprint 2%, p53ts 39C kill -8%, p53ts 32C tox -13% and IkB sig inh -1.7%.
`COc1cccc(NC(=O)Cn2c(=O)n(CCCCC(=O)NCc3ccc4c(c3)OCO4)c(=O)c3ccccc32)c1` gave Peg3 imprint -7%[10.9 µM], p53ts 39C kill -8%, p53ts 32C tox 4% and IkB sig inh 1.6%.
`CCc1ccc(CNC(=O)CCn2c(=O)c3cccn3c3ccc(F)cc32)cc1` gave Peg3 imprint inconclusive, p53ts 39C kill -15%, p53ts 32C tox 7% and IkB sig inh inconclusive.
Screening COc1cc(S(=O)(=O)NC2CCCCC2C)ccc1Cl (stereo not drawn) returned Peg3 imprint -12%, p53ts 39C kill 35%[activator], p53ts 32C tox 20% and IkB sig inh 0.4%.
NS(=O)(=O)c1ccc(NC(=O)c2ccc3c(c2)CCN3S(=O)(=O)c2ccccc2)cc1 was read as Peg3 imprint -19%[10.9 µM], p53ts 39C kill -31%, p53ts 32C tox -8% and IkB sig inh inconclusive.
`COc1ccc2c(-c3ccccc3)cc3nnnn3c2c1` gave Peg3 imprint -1%, p53ts 39C kill -5%, p53ts 32C tox 1% and IkB sig inh -0.9%.
`O=C(C1Cc2ccccc2CN1S(=O)(=O)c1ccc(F)cc1)N1CCCCCC1` (stereo not drawn) gave Peg3 imprint 1%, p53ts 39C kill 14%, p53ts 32C tox 3% and IkB sig inh inconclusive.
Screening C#CCCCO/N=C1/C[C@@H](O)[C@@H](O)[C@@H]2[C@@H]3C(=O)N(CC)C(=O)[C@H]3CC[C@H]12 returned p53ts 39C kill 16%[9.22 µM] and p53ts 32C tox 0%[9.22 µM].
For CCn1c(-c2ccc(S(=O)(=O)N3CCOCC3)cc2)csc1=Nc1ccc(C)c(Cl)c1 the results were Peg3 imprint -13%[10.9 µM], p53ts 39C kill 4%, p53ts 32C tox 4% and IkB sig inh inconclusive.
For O=C(N1CCN(CCO)CC1)N1c2ccccc2C=Cc2ccccc21 the results were Peg3 imprint -4%, p53ts 39C kill 5%, p53ts 32C tox -6% and IkB sig inh 2.6%.
CCOC(=O)CSC1=C(C#N)C(c2ccccc2OCC)C(C#N)C(=O)N1 (stereo not drawn) was read as p53ts 39C kill 1%, p53ts 32C tox -6% and IkB sig inh inconclusive.
`CCSc1nc(=O)n(-c2ccccc2)c(C)c1C(C)=S` gave p53ts 39C kill 7% and p53ts 32C tox 9%.
CC1=C(C(N)=O)C(c2ccccc2)n2nc(-c3cccc(C)c3)nc2N1 (stereo not drawn) was read as Peg3 imprint 5%, p53ts 39C kill -2%, p53ts 32C tox 12% and IkB sig inh 4.8%.
Screening CCCCNC(=O)CCn1c(=O)c2ccccc2n(Cc2cc(C)ccc2C)c1=O returned Peg3 imprint -2%[10.9 µM], p53ts 39C kill 9%, p53ts 32C tox 6% and IkB sig inh 0.0%.
For Cc1ccc(-n2nc(C(=O)NCc3ccco3)c3c4ccccc4n(C)c3c2=O)cc1 the results were Peg3 imprint 11%, p53ts 39C kill -3%, p53ts 32C tox -18% and IkB sig inh 4.0%.
Screening CSc1nnc(Cn2c(=O)sc3ccccc32)n1-c1ccccc1 returned Peg3 imprint -17%, p53ts 39C kill 1%, p53ts 32C tox 3% and IkB sig inh 1.3%.
`Cc1ccc(-n2c(=O)c3cccnc3n2CC(=O)Nc2ccc(Br)cc2)cc1C` gave Peg3 imprint 8%[10.9 µM], p53ts 39C kill -18%, p53ts 32C tox 9% and IkB sig inh 1.0%.
For CC(=O)Nc1ccc(S(=O)(=O)N(C)CC(=O)Nc2ccccc2N2CCOCC2)cc1 the results were Peg3 imprint -8%, p53ts 39C kill -4%, p53ts 32C tox 5% and IkB sig inh 0.7%.
COc1ccc(OC)c(NC(=O)CSC2=Nc3ccccc3C3=NC(CCC(=O)NC4CCCCC4)C(=O)N23)c1 (stereo not drawn) was read as Peg3 imprint -4%[10.9 µM], p53ts 39C kill 1%, p53ts 32C tox 6% and IkB sig inh -0.1%.
For COc1cc2c(cc1OC)-c1cc(N3CCCc4ccccc43)nc(=O)n1CC2 the results were Peg3 imprint -14%, p53ts 39C kill -5%, p53ts 32C tox 10% and IkB sig inh -5.6%.
Screening Cc1ccc(S(=O)(=O)NC(=O)Nc2ccccc2F)cc1 returned p53ts 39C kill 25% and p53ts 32C tox 5%.
`CC(C)Cn1c(=O)c2ccccc2n2c(CCC(=O)N3CCN(c4cccc(Cl)c4)CC3)nnc12` gave Peg3 imprint -14%[10.9 µM], p53ts 39C kill -29%, p53ts 32C tox inconclusive and IkB sig inh inconclusive.
CC(C)[C@H](NC(=O)NCCc1ccc(F)cc1)C(=O)O was read as Peg3 imprint -4%, p53ts 39C kill 7%, p53ts 32C tox -2% and IkB sig inh 1.2%.
Cc1cccc(N2C(=O)N(Cc3cccc(C#N)c3)c3ccccc3S2(=O)=O)c1 was read as Peg3 imprint -14%[10.9 µM], p53ts 39C kill -20%, p53ts 32C tox 4% and IkB sig inh 1.8%.
Screening COc1cccc(NS(=O)(=O)c2ccc3[nH]cc(C(=O)NC4CCCCC4)c(=O)c3c2)c1 returned Peg3 imprint -4%[10.9 µM], p53ts 39C kill inconclusive, p53ts 32C tox -15% and IkB sig inh inconclusive.
Screening CCOc1ccc(NC(=O)C2CC(=O)N(C(C)C)C2)cc1 (stereo not drawn) returned Peg3 imprint -2%, p53ts 39C kill -2%, p53ts 32C tox 5% and IkB sig inh -2.2%.
For CCOc1cc(CNc2ccc(O)cc2)cc(Cl)c1OCc1ccccc1 the results were Peg3 imprint -14%[10.9 µM], p53ts 39C kill inconclusive, p53ts 32C tox inconclusive and IkB sig inh inconclusive.
`ClCCCl` gave Peg3 imprint 2%, p53ts 39C kill 4%, p53ts 32C tox 9%[1.84 µM] and IkB sig inh 0.6%.
`CC(=O)Nc1ccc(NC(=O)CCCn2nc(C)c3sc4ccccc4c3c2=O)cc1` gave Peg3 imprint 5%[10.9 µM], p53ts 39C kill -27%, p53ts 32C tox inconclusive and IkB sig inh -1.7%.

Reprinted at random: six entries already listed, in no set order.
`CC(=O)Nc1ccc(NC(=O)CCCn2nc(C)c3sc4ccccc4c3c2=O)cc1` gave Peg3 imprint 5%[10.9 µM], p53ts 39C kill -27%, p53ts 32C tox inconclusive and IkB sig inh -1.7%.
Screening COc1cccc(NS(=O)(=O)c2ccc3[nH]cc(C(=O)NC4CCCCC4)c(=O)c3c2)c1 returned Peg3 imprint -4%[10.9 µM], p53ts 39C kill inconclusive, p53ts 32C tox -15% and IkB sig inh inconclusive.
`ClCCCl` gave Peg3 imprint 2%, p53ts 39C kill 4%, p53ts 32C tox 9%[1.84 µM] and IkB sig inh 0.6%.
Screening CCOc1ccc(NC(=O)C2CC(=O)N(C(C)C)C2)cc1 (stereo not drawn) returned Peg3 imprint -2%, p53ts 39C kill -2%, p53ts 32C tox 5% and IkB sig inh -2.2%.
`CC(C)Cn1c(=O)c2ccccc2n2c(CCC(=O)N3CCN(c4cccc(Cl)c4)CC3)nnc12` gave Peg3 imprint -14%[10.9 µM], p53ts 39C kill -29%, p53ts 32C tox inconclusive and IkB sig inh inconclusive.
For COc1cc2c(cc1OC)-c1cc(N3CCCc4ccccc43)nc(=O)n1CC2 the results were Peg3 imprint -14%, p53ts 39C kill -5%, p53ts 32C tox 10% and IkB sig inh -5.6%.

The list goes on.
Screening CCOc1ccccc1C1CC(=O)NC(SCC)=C1C#N (stereo not drawn) returned Peg3 imprint -4%, p53ts 39C kill -1%, p53ts 32C tox -2% and IkB sig inh 0.1%.
Cc1cccc(Nc2c3c(nc4nncn24)CCC3)c1C was read as Peg3 imprint -12%[10.9 µM], p53ts 39C kill -20%, p53ts 32C tox 6% and IkB sig inh 0.0%.
For CC(C)(C)C(=O)OCOC(=O)[C@@H]1N2C(=O)[C@@H](NC(=O)[C@H](N)c3ccccc3)[C@H]2SC1(C)C the results were Peg3 imprint -4%[16.8 µM], p53ts 39C kill 8%[20.6 µM], p53ts 32C tox -2%[20.6 µM] and IkB sig inh 0.0%[25.6 µM].
COc1ccc(S(=O)(=O)N(CCN2CCOCC2)Cc2cc(OC)ccc2OC)cc1 was read as Peg3 imprint -7%, p53ts 39C kill -10%, p53ts 32C tox -1% and IkB sig inh -0.3%.
Screening COCCn1c(=O)c(-c2ccccc2)nc2cnc(Oc3cccc(Cl)c3)nc21 returned Peg3 imprint -5%, p53ts 39C kill -5%, p53ts 32C tox 6% and IkB sig inh 0.2%[11.4 µM].
Screening CCOc1ccc(CCNC(=O)C2CCN(c3nn4c(=O)cc(C)nc4s3)CC2)cc1 returned Peg3 imprint -8%, p53ts 39C kill -4%, p53ts 32C tox 2% and IkB sig inh -0.9%.
Cc1ccc(Nc2nnc(-c3ccc(C)c(S(=O)(=O)N4CCN(C)CC4)c3)c3ccccc23)c(C)c1 was read as Peg3 imprint -6%[10.9 µM], p53ts 39C kill inconclusive, p53ts 32C tox -11% and IkB sig inh inconclusive.
Cc1ccc(NC(=O)CN2C(=O)CCc3cc(S(=O)(=O)N4CCCCC4)ccc32)cc1C was read as Peg3 imprint -14%[10.9 µM], p53ts 39C kill 8%, p53ts 32C tox 11% and IkB sig inh inconclusive.
`Cc1ccc(C(c2c(O)cc(C)n(Cc3ccco3)c2=O)N2CCC(C)CC2)cc1` (stereo not drawn) gave Peg3 imprint 26%[10.9 µM], p53ts 39C kill -14%, p53ts 32C tox 10% and IkB sig inh inconclusive.
`O=C1CC(C(=O)Nc2ccccc2)C2(CCCC2)O1` (stereo not drawn) gave p53ts 39C kill 6%, p53ts 32C tox -8% and IkB sig inh 2.1%.
For Cc1cc(NC(=O)c2cc(Cl)ccc2Cl)ccc1-c1cc2ccccc2oc1=O the results were Peg3 imprint -11%[10.9 µM], p53ts 39C kill -7%, p53ts 32C tox -1% and IkB sig inh inconclusive.
`Cc1cc(F)ccc1NS(=O)(=O)c1ccc(-n2cccn2)cc1` gave Peg3 imprint -6%[10.9 µM], p53ts 39C kill -10%, p53ts 32C tox 1% and IkB sig inh 0.4%.
Screening CC(C)CC(c1nnnn1Cc1ccccc1)N1CCN(C(=O)c2ccco2)CC1 (stereo not drawn) returned Peg3 imprint -4%, p53ts 39C kill 4%, p53ts 32C tox 10% and IkB sig inh 0.3%.
COc1cc2nc(SCC(=O)NC3CC3)n(CCC3=CCCCC3)c(=O)c2cc1OC was read as Peg3 imprint 10%, p53ts 39C kill -4%, p53ts 32C tox 9% and IkB sig inh 0.8%.
O=c1cc(-c2ccccc2)[nH][nH]1 was read as p53ts 39C kill -2% and p53ts 32C tox -15%.
Screening Cc1cc(N2C(=O)C3C4C=CC(C4)C3C2=O)no1 (stereo not drawn) returned Peg3 imprint 7%, p53ts 39C kill 7%, p53ts 32C tox 6% and IkB sig inh -1.1%.
Cc1cc2n(n1)C(c1cn(-c3ccccc3)nc1C)Nc1c(C)cccc1-2 (stereo not drawn) was read as p53ts 39C kill -1% and p53ts 32C tox -1%.
CCN(CC)S(=O)(=O)c1ccc(-c2nnc(SCc3nnc(-c4ccccc4)o3)o2)cc1 was read as Peg3 imprint -4%, p53ts 39C kill -1%, p53ts 32C tox 10% and IkB sig inh 0.7%.
Brc1ccc(-c2nnc3sc(CNCc4ccc5c(c4)OCO5)cn23)cc1 was read as Peg3 imprint 1%, p53ts 39C kill -1%, p53ts 32C tox -1% and IkB sig inh 2.7%.
CC(C)(C)OC(=O)N1CCC(c2c(C(=O)N3CCN(c4cccc(Cl)c4)CC3)cnn2-c2cccc(Cl)c2)CC1 was read as Peg3 imprint -10%[10.9 µM], p53ts 39C kill 8%, p53ts 32C tox 10% and IkB sig inh -3.6%.
Screening N#CC(=C1SC=CS1)c1nc(-c2ccccc2)cs1 returned Peg3 imprint -25%, p53ts 39C kill -12%, p53ts 32C tox -5% and IkB sig inh inconclusive.
